PERK inhibitor – block of dimerizer-induced PERK translation repression, primary screen, PERK inhibitor project, CHO PERK-DD cells, SEAP luminescence, HTS; inhibition, % at 5.6 µM; Eukaryotic translation initiation factor 2-alpha kinase 3 (Homo sapiens), Q9NZJ5; hit rate 0.17% among 220,000; CHO PERK-DD fusion, SEAP luminescence translation reporter;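 active = inhibition above the mean inhibition of all tested compounds plus 3 SD, set separately per screening campaign, cut at about 2.9% in these data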;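 note: PERK kinase domain activated by AP20187 dimerizer at 100 nM; 0% = DMSO with dimerizer and 100% = rapamycin at 8.4 µM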
hK5 inh – human KLK5 protease inhibitors, primary screen, biochemical, 1536-well | Kallikrein-5 (Homo sapiens), Q9Y337 | recombinant hK5, fluorogenic AMC substrate cleavage | inhibition, % at 5 µM | hit rate 0.59% among 210,000 | AID 873, 2007;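 active = inhibition of 40% or more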;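 note: 0% = enzyme controls without compound and 100% = no-enzyme blanks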
Furin inhibitor – human furin inhibitors, primary screen, biochemical, fluorescence intensity. inhibition, % at 30 µM. purified furin, fluorogenic substrate cleavage. AID 463115, 2010. P09958. hit rate 0.061% among 220,000; in the data active = inhibition above about 25%; note: inactives centre near -15
Thrombin inh – human alpha-thrombin inhibitors, primary screen, counter-screen for coagulation protease inhibitor project, biochemical, 1536-well, fluorogenic AMC substrate | hit rate 0.26% among 220,000 | AID 1046, 2008 | Prothrombin (Homo sapiens), P00734 | inhibition, % at 5 µM | Boc-VPR-AMC fluorogenic substrate cleavage;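 active = inhibition at or above 40%; inactive = inhibition below 40%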;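 note: 0% = enzyme with no compound and 100% = wells without enzyme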
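Test system: human alpha-thrombin protein / Dosing: one concentration per compound, 5 µM, with 0.2% DMSO / Medium: pH 7.5 Tris-saline with Tween 20 / Benchmarks: no-compound enzyme wells and no-enzyme blanks / Read-out basis: percent inhibition of thrombin substrate cleavage / Timing: reaction at room temperature / Measured by: fluorescence, ex 355 nm, em 460 nm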
FXIIa inh – human FXIIa protease inhibitors, primary screen, biochemical, 1536-well | purified FXIIa, Boc-QGR-AMC fluorogenic substrate, 2 h | inhibition, % at 5 µM | hit rate 0.3% among 220,000 | AID 800, 2007; in the data active = inhibition above about 40%;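 note: 0% = enzyme with no compound and 100% = blank without enzyme; many of its hits are not listed in these tables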
FXIa inh – human FXIa protease inhibitors, primary screen, biochemical, 1536-well. Coagulation factor XI (Homo sapiens), P03951. purified FXIa, Boc-Glu-Ala-Arg-AMC fluorogenic substrate. inhibition, % at 5 µM. hit rate 0.14% among 220,000. AID 798, 2007;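 active = inhibition of at least 40%; inactive = inhibition below 40%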;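 note: fluorescence of freed AMC excited at 355 nm; 0% = enzyme without compound and 100% = no enzyme blank; many of its hits are not listed in these tables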
Target sequence (P03951 19-387 limits assumed): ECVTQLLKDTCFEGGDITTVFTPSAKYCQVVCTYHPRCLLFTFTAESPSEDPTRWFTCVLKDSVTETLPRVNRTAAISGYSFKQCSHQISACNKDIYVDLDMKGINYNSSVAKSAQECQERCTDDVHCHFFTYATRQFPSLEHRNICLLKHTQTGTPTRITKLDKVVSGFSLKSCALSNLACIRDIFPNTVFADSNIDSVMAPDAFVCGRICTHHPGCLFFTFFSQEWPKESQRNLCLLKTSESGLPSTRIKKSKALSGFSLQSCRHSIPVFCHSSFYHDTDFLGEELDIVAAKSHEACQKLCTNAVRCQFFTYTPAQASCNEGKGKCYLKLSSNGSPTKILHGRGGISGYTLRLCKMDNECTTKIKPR
Target sequence (P03951 388-625 limits assumed): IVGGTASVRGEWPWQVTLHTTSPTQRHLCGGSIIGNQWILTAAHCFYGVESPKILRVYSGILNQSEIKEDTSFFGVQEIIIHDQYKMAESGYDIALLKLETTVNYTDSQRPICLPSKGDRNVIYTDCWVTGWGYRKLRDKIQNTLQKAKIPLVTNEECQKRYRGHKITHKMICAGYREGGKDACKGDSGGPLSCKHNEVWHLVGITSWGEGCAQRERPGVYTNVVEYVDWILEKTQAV
Cl transport mod – KCC2 cotransporter modulators, thallium flux, primary screen, cell-based, HEK293 KCC2, FluoZin-2 fluorescence, MLSMR; Solute carrier family 12 member 5 (Homo sapiens), Q9H2X9; KCC2 cells, thallium flux FluoZin-2 fluorescence; hit rate 2.2% among 190,000; AID 1456, 2008; B-score of Tl+ flux slope (higher = more flux/activation; lower = inhibition) at 10 µM;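 active = thallium flux slope and its plate-corrected score both differing from the plate sample mean at a set confidence after two filtering rounds, in either direction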;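 note: slope of fluorescence scaled to starting intensity during 10 to 20 s after thallium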
Rad51 HR inh – human RAD51 strand exchange inhibitors, primary screen, biochemical, fluorescence | DNA repair protein RAD51 homolog 1 (Homo sapiens), Q06609 | hRad51 DNA strand exchange, fluorescence dequenching | inhibition, % at 10 µM | hit rate 0.085% among 200,000;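 active = inhibition above 40% at the single screening dose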;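 note: 0% = DMSO control wells and 100% = blanks with heterologous ssDNA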
Target sequence (Q06609 whole entry, looked up): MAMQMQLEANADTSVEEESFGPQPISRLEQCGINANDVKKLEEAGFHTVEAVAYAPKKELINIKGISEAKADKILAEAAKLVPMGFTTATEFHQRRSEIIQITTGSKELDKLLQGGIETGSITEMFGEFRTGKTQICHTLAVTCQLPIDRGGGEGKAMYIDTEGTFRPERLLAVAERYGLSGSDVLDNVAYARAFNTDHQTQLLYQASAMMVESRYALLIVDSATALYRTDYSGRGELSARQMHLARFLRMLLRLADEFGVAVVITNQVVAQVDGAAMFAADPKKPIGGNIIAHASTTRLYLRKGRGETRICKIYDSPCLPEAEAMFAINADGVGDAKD
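material = hRad51 filaments on single-stranded DNA | reagent = Donor/quencher-labelled 47-bp dsDNA substrate | compound = 10 µM final, single point | schedule = strand-exchange reaction 15 min at room temperature | measured by = fluorescein emission 520 nm, excitation 485 nm | read-out basis = % inhibition versus plate control and blank means | benchmarks = plate controls and plate blanks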
Calpain2 inh – inhibitors of pig calpain II, primary screen, biochemical, fluorogenic peptide substrate, 1536-well. hit rate 0.37% among 220,000. purified calpain II, 30 min. inhibition, % at 16 µM;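 active = inhibition above about 50%, limit read from the data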
Starred values were filed as active, the others as inactive; nt = not tested or not shown; [ ] = dose if it differs, or a comment. These rows are one share of the data, so the mix of outcomes need not match the whole.

SMILES | PERK inhibitor | hK5 inh | Furin inhibitor | Thrombin inh | FXIIa inh | FXIa inh | Cl transport mod | Rad51 HR inh | Calpain2 inh
O=C(NCCc1c[nH]c2ccccc12)C1CCN(c2nnc(N3CCCC3=O)s2)CC1 | -0.3 | 4 | -17 | 3 | 2 | 4 | nt | 15 | 2
CCCCOc1nc2c(c(=O)n(C)c(=O)n2C)n1C | 0.1 | -3 | -4 | -4 | 5 | -2 | 0.55 | -11 | 3
CCOC(=O)c1ccc(S(=O)(=O)N2CCN(C3CCCC3)CC2)cc1 | 0.2 | 0 | -21 | -1 | 7 | -1 | -0.27 | -1 | -26
S=c1[nH]c(-c2ccccc2)cn1/N=C/c1cccs1 | 0.4 | 4 | -9 | -10 | 7 | 5 | 18* | nt | -41
Cc1cc(/C=C2/NC(=O)NC2=O)c(C)n1-c1ccccn1 | 1.5 | -9 | 8 | -1 | 8 | 5 | 0.23 | 9 | -8
CC1=[N+](C)N(c2ccccc2)C(=O)C1N=C/C=C/c1ccccc1 (centres undefined) | -0.1 | -6 | -20 | 2 | 7 | -7 | -0.99 | 5 | -2
C=CCOn1c(=O)c(C)[n+]([O-])c2ccccc21 | -0.3 | 2 | 1 | 6 | 19 | 15 | -0.042 | 9 | -66
CCOC(=O)N1CCN(C(=O)c2oc3ccc(S(=O)(=O)N4CCOCC4)cc3c2C)CC1 | -0.3 | -9 | -17 | 40* | 3 | -8 | 0.28 | 4 | 10
C=CCN1c2ccccc2[C@]23C[C@@H](C(=O)OC)N(C(=O)C4CCC4)C2=NC(C(=O)OC)=C(C(=O)OC)[C@H]13 | nt | -2 | -12 | -1 | 5 | -1 | -0.024 | -1 | 42
CCCCOc1ccc(C2=NNC(=O)CC2)cc1 | 0.7 | -20 | -27 | 1 | 12 | 2 | 0.94 | 6 | 24
O=C(Cn1ccc2ccccc21)Nc1ccc2c(c1)OCO2 | 0.8 | 2 | -32 | 4 | 11 | -2 | 0.048 | 5 | 3
CC(C(=O)OCC(=O)c1c(N)n(C)c(=O)n(C)c1=O)N1C(=O)c2ccccc2C1=O (centres undefined) | 0.5 | 32 | -16 | 23 | 32 | 9 | 1.6 | 12 | 26
Cc1csc(NC(=O)CSc2ncc(-c3ccccc3)[nH]2)n1 | -1.1 | -1 | -6 | -6 | 6 | 1 | 0.7 | 7 | 22
COc1ccc(NC(=O)CSc2nnc(-c3cccnc3)o2)cc1 | 1.3 | 30 | -9[20 µM] | 4 | 19 | 14 | nt | -2 | 2
N=c1n(CC(=O)c2cccs2)c2ccccc2n1Cc1ccccc1 | -1.9 | 3 | -18 | -1 | 3 | 2 | -0.16 | 16 | 5
Nc1ccc(S(=O)C(F)(F)F)cc1 (centres undefined) | 0.1 | -6 | -18 | -10 | 7 | -2 | 0.74 | 6 | 2
CN(C)c1ccc(C(CNS(=O)(=O)c2ccc(F)cc2)c2c[nH]c3ccccc23)cc1 (centres undefined) | 0.0 | -21 | -22 | -2 | 7 | -1 | 0.75 | 4 | 7
CCCCCCCCCCNC(=O)CCn1[nH]c(=O)c2ccccc2c1=O | 1.2 | nt | -24[20 µM] | nt | nt | nt | 0.29 | -6 | nt
CC(C)C(=O)Nc1ccc(-c2nc3ccccc3c(=O)o2)cc1 | -0.1 | -5 | -9 | 1 | -3 | -7 | -0.39 | nt | -20
Cc1ccc2c(c1)nnn2C1CCN(C(=O)NC23CC4CC(CC(C4)C2)C3)CC1 | 1.1 | -5 | -13[20 µM] | 0 | 15 | 6 | nt | -1 | -37
O=C(CSCc1ccc(Cl)c(Cl)c1)Nc1c[nH]c(=O)[nH]c1=O | 0.5 | -3 | -22 | 0 | 1 | 7 | 0.49 | 4 | -8
Cc1cccc(NS(=O)(=O)c2cc(C(=O)N3CCc4ccccc4C3)ccc2Cl)c1C | -1.0 | 39 | 6[20 µM] | 35 | 31 | 19 | -0.56 | 3 | -111
COc1cc(NC(=O)c2cccc([N+](=O)[O-])c2C)ccc1NC(=O)c1ccco1 | -0.5 | -5 | -28 | 0 | 4 | 4 | -1.1 | 3 | 0
O=C(CC(=O)N/N=C/c1c(F)cccc1Cl)NCc1ccccc1 | 0.1 | 4 | -25 | 0 | 7 | -6 | -0.0027 | 3 | 1
Cn1ncc2c(=O)n(CC(=O)NC34CC5CC(CC(C5)C3)C4)cnc21 | 0.9 | -14 | -6[20 µM] | -5 | 6 | 1 | 0.46 | -2 | 8
O=C1CC(c2ccccc2)CC(O)=C1C=NCc1ccccc1Cl (centres undefined) | 0.2 | -14 | -23[20 µM] | 21 | -4 | -10 | 0.61 | nt | 31
COc1ccc(NC(=O)CNS(=O)(=O)c2cccs2)c(OC)c1 | -0.6 | -19 | -23[20 µM] | -5 | -5 | 2 | nt | 8 | -44
CC(C)Sc1nc2ccccc2[nH]1 | 2.1 | -10 | -18 | 3 | 2 | -4 | 0.046 | 24 | 2
Fc1ccccc1Cc1noc(CN2CCN(c3ccc(Cl)cn3)CC2)n1 | 2.2 | 10 | -22 | 0 | 6 | 0 | 2.3 | nt | 26
NC(=O)CSc1nnc(Cn2cnc3ccccc32)o1 | 0.7 | -24 | -12 | 1 | -3 | -4 | -1.3 | -2 | 11
CC(=O)Nc1ccc(C(=O)CSc2nnc(Cc3ccccc3)o2)cc1 | -0.8 | -18 | -7[20 µM] | -4 | 7 | 0 | -2.2 | -1 | -25
O=C1CC(C(=O)Nc2ccccc2)N=C(N2CCCCC2)N1 (centres undefined) | 0.8 | 6 | -7[20 µM] | -5 | 7 | -4 | -0.39 | -6 | 0
CC1CN(C(=O)c2ccc3c(c2)OCO3)CC(C)O1 (centres undefined) | -0.1 | -26 | -12[20 µM] | -2 | 8 | -4 | 0.45 | 1 | -12
O=C(CN1C(=O)C2C3CCC(C3)C2C1=O)OCC(=O)c1cccc([N+](=O)[O-])c1 (centres undefined) | 0.4 | -2 | -31 | -7 | 7 | 0 | 0.45 | nt | -8
O=C(NC(=S)N1CCN(c2c(Cl)cccc2[N+](=O)[O-])CC1)c1cccs1 | 0.7 | -76 | -12[20 µM] | 3 | 10 | -2 | nt | -4 | 33
O=C(Nc1ccc(F)cc1)N(CCCN1CCOCC1)Cc1cc2cc3c(cc2[nH]c1=O)OCCO3 | -1.6 | 14 | 6 | -2 | 15 | -6 | -2.4 | -12 | -104
O=C(NC1CC1)C(=O)c1c(-c2ccccc2)[nH]c2ccccc12 | 0.1 | -14 | -9 | 0 | 0 | -4 | 0.55 | 0 | -1
Cc1ccc(C(=O)Nc2c(C)n(C)n(-c3ccccc3)c2=O)cc1 | -0.3 | 6 | -31 | 0 | 15 | 0 | 0.4 | 0 | -32
Cc1ccc(C(=O)NCC(=O)N/N=C/c2cccs2)cc1C | -0.1 | -5 | -31 | -5 | -4 | 1 | -0.83 | 4 | 0
Cc1ccc(/C=C/C(=O)NC2=NCCS2)cc1 | 0.1 | 27 | -8 | 17 | 21 | 16 | -2.2 | 5 | 17
CCc1cc2ccc(C)cc2nc1SCC(=O)NNC(=O)c1ccco1 | -0.3 | -22 | -22 | -7 | 3 | -10 | 3* | -8 | 22
C=C(C)c1cccc(C(C)(C)NC(=O)N2CCC(C)CC2)c1 | 0.3 | -18 | -19[20 µM] | 4 | 12 | -6 | nt | 1 | -2
O=C(NNC(=O)c1oc2ccccc2c1-n1cccc1)c1ccco1 | 0.9 | nt | -19 | -2 | 4 | 1 | nt | nt | -13
O=[N+]([O-])c1cccc(Cl)c1N1CCOCC1 | -0.5 | -12 | -10 | -9 | 5 | 0 | -0.13 | 10 | -3
COc1ccccc1N1CCN(/N=C/c2cccc(OC)c2O)CC1 | 1.5 | -3 | -28 | 3 | 8 | -3 | 0.12 | 18 | -12
Cc1ccccc1C(=NCCCN(C)C)c1ccccc1C | -0.3 | -8 | -25 | -12 | 5 | -3 | -1.1 | -4 | 13
CCOc1ccc(C(=O)/C=C/c2ccccc2C(F)(F)F)cc1 | 1.2 | -20 | -10[20 µM] | -8 | 2 | -7 | -0.0042 | 5 | 25
CC1=C(C(=O)NCc2ccccn2)C2(CCC(C)CC2)OC1=O (centres undefined) | 0.4 | 115* | -14 | 12 | 26 | 6 | -0.54 | nt | 0
O=C1C2C3C=CC([C@@H]2C(=O)N1C1CCCCC1)[C@H]1C(=O)N(C2CCCCC2)C(=O)C31 (some centres undefined) | 0.7 | 4 | -14[20 µM] | 3 | 17 | 7 | -2.2 | 1 | 5

Compounds above with a nitro group on carbon (4):
SMILES | PERK inhibitor | hK5 inh | Furin inhibitor | Thrombin inh | FXIIa inh | FXIa inh | Cl transport mod | Rad51 HR inh | Calpain2 inh
COc1cc(NC(=O)c2cccc([N+](=O)[O-])c2C)ccc1NC(=O)c1ccco1 | -0.5 | -5 | -28 | 0 | 4 | 4 | -1.1 | 3 | 0
O=C(CN1C(=O)C2C3CCC(C3)C2C1=O)OCC(=O)c1cccc([N+](=O)[O-])c1 (centres undefined) | 0.4 | -2 | -31 | -7 | 7 | 0 | 0.45 | nt | -8
O=C(NC(=S)N1CCN(c2c(Cl)cccc2[N+](=O)[O-])CC1)c1cccs1 | 0.7 | -76 | -12[20 µM] | 3 | 10 | -2 | nt | -4 | 33
O=[N+]([O-])c1cccc(Cl)c1N1CCOCC1 | -0.5 | -12 | -10 | -9 | 5 | 0 | -0.13 | 10 | -3

Some of the entries above in another layout.
Every second line gives: PERK inhibitor	hK5 inh	Furin inhibitor	Thrombin inh	FXIIa inh	FXIa inh	Cl transport mod	Rad51 HR inh	Calpain2 inh
O=[N+]([O-])c1cccc(Cl)c1N1CCOCC1
  -0.5	-12	-10	-9	5	0	-0.13	10	-3
COc1ccccc1N1CCN(/N=C/c2cccc(OC)c2O)CC1
  1.5	-3	-28	3	8	-3	0.12	18	-12
CC1=C(C(=O)NCc2ccccn2)C2(CCC(C)CC2)OC1=O (centres undefined)
  0.4	115*	-14	12	26	6	-0.54	nt	0
